# Compound activity: PubChem BioAssay, Broad Institute
# PglD DTNB – inhibitors of Campylobacter jejuni PglD acetyltransferase. inhibition, % at 12.5 µM. 360,000 tested, 0.098% active. AID 602405. purified PglD enzyme, DTNB colorimetric CoA detection; in the data active = inhibition above about 16%, passing the limit was not always enough; note: strong numbers were not always called active
# miR-122 sensor – blocks miR-122 activity in Huh7 sensor cells; AID 602342; 340,000 tested, 0.3% active; Huh7 miR-122 Renilla luciferase sensor, 48 h; neutral wells = 0, positive control = 100; activation (reporter increase), % at 12.5 µM;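 active = mean replicate activation score at least 90 and every replicate individually at or above 90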;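 note: higher luciferase means less miR-122 activity so hits act as miR-122 inhibitors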
# RAD52 inh – RAD52 (human) annealing inhibition | recombinant RAD52 DNA annealing, FRET fluorescence | inhibition, % at 18.7 µM | 360,000 tested, 0.46% active | AID 651710;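 active = every replicate showing at least 50% inhibition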
# E-selectin induc – induces E-selectin expression in human endothelial cells. P16581. HUVEC E-selectin immunofluorescence imaging; normalized: neutral wells 0, TNF-alpha wells 100. activation, % at 7.58 µM. 260,000 tested, 0.37% active. AID 686992;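 active = mean E-selectin-positive cell signal at least 10% of the positive control, reached in at least 60% of replicates, without over 20% cell loss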;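 note: in these data hits start at about 27%; measured in HUVEC primary endothelial cells; signal is the percent of cells scored E-selectin positive by PE staining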
#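 Test system – human umbilical vein endothelial cells (HUVEC), E-selectin induction · Input – 3,000 HUVEC seeded per well · Buffer or medium – EGM-2, gelatin · Compound dosing – single-point compound dose · Detection – immunofluorescence imaging · Measure – percent E-selectin-positive cells · Controls – TNF-alpha high, DMSO low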
# Cneo AK release – causes C. neoformans cell lysis. 360,000 tested, 0.2% active. lysis activity, % at 15 µM. adenylate kinase release luminescence, 4 h; normalised: neutral wells 0, clomiphene wells 100;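 active = mean lysis activity across replicates of at least 80%, whatever share of replicates individually reach that level; inactive = mean lysis activity below 80%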
#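 Signal: Adenylate kinase release luminescence | Assay system: Log-phase Cryptococcus neoformans yeast cells | Input: Cells at 5 × 10^6 per mL | Buffer or medium: Fresh YPD growth medium | Compound: Single dose | Schedule: Static 4 h at 37 °C with compound, 1 h detection | Controls: Clomiphene | Read-out: Luminescence rise reflecting yeast cell lysis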
# PGC1a acetyl inh – PGC1a acetylation modulation, inhibitor mode | U2OS PGC1a acetylation, AlphaScreen anti-acetyl-lysine; with virally co-expressed GCN5 acetyltransferase | inhibition, % at 15.6 µM | 350,000 tested, 0.17% active;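 active = every replicate shows inhibition of at least 40%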;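 note: 0% = neutral control wells and 100% = positive control wells; some results beyond the cut were filed as inactive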
# ERAP1 inh – inhibitors of human ERAP1 aminopeptidase; recombinant ERAP1, Leu-AMC fluorescence, 60 min; inhibition, % at 10.7 µM; Q9NZ08; 340,000 tested, 0.15% active;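 active = mean replicate inhibition of at least 30%, or all replicates individually reaching that 30% level; inactive = mean below 30% and not every replicate reaching it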;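 note: 0% = neutral control wells and 100% = L-leucinethiol positive control wells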
# RAD54 branch – RAD54 (human) branch migration inhibition; Q92698; 360,000 tested, 0.14% active; RAD54 Holliday junction branch migration, FAM/BHQ fluorescence; inhibition, % at 10.4 µM; AID 602329;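 active = mean normalized replicate activity at least 40 and at least half of replicates scoring 40 or more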;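 note: 0% = median of neutral control wells and 100% = median of positive control wells; inhibitors cause a drop in the FAM fluorescence signal; in these data hits start at about 50%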
# Target sequence (Q92698 whole entry, looked up): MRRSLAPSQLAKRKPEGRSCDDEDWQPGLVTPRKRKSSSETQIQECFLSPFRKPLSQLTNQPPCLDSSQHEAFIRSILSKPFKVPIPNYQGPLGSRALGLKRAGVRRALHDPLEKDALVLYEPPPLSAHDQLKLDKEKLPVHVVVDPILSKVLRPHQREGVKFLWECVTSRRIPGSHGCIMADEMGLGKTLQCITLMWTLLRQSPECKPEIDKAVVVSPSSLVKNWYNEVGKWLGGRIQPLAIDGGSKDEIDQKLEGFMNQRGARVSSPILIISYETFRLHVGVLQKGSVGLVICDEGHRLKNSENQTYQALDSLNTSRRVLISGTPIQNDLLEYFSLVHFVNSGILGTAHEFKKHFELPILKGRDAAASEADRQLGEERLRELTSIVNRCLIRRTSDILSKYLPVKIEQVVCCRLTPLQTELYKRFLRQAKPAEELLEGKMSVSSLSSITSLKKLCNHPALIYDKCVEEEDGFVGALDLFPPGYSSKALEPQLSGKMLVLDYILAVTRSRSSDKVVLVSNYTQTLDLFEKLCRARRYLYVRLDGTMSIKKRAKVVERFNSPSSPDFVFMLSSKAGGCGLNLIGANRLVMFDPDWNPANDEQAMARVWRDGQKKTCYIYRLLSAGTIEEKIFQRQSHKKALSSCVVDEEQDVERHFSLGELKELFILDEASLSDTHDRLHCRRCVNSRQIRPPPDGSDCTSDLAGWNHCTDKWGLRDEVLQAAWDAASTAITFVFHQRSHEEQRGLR
# Starred values were filed as active, the others as inactive; . = no result given; [ ] = another dose, or the depositor's remark.
compound,PglD DTNB,miR-122 sensor,RAD52 inh,E-selectin induc,Cneo AK release,PGC1a acetyl inh,ERAP1 inh,RAD54 branch
CNC[C@H]1Oc2ccc(NS(=O)(=O)c3ccc(F)cc3)cc2CC(=O)N([C@@H](C)CO)C[C@@H]1C,7,3[16.7 µM],-13,0.8,4,-1,-2,5
O=S(=O)(c1ccccc1)N(Cc1cccc(F)c1)c1ccccc1,5,5,10,.,1,-21,2,2
COc1ccc(C(=O)N2CCCC(Nc3ccc(C(C)C)cc3)C2)c(OC)n1 (configuration not stated),2,6,-3,0.2,6,1,3,-5
O=C(c1ccccc1)N1CC[C@@H]2[C@@H](CO)Nc3ccc(C#Cc4cccnc4)cc3[C@@H]21,-1,2[16.7 µM],-34,0.6,1,-3,-3,2
Cc1noc(C)c1COC(=O)Cc1ccc(Cl)c(Cl)c1,5,-1,.,.,1,1,.,-3
CO[C@@H](CN(C)C(=O)c1ccc2c(c1)OCO2)[C@@H](C)CN([C@@H](C)CO)S(=O)(=O)c1ccccc1,2,.,-8,-0.1,-4,0,0,3
C=CCNS(=O)(=O)c1ccc(OC)c(C)c1,0,5,.,.,0,0,.,6
CC(=O)Nc1cccc(C(=O)OCc2csc(CC(=O)Nc3ccccc3C)n2)c1,-4,-1,-65,-0.8,1,-11,-2,-19
CO[C@@H]1CN(C)C(=O)c2ccc(NC(=O)NC(C)C)cc2OC[C@H](C)N(Cc2ccc(-c3ccccn3)cc2)C[C@H]1C,3,.,-33,0.3,57,-4,1,5
CCc1nc2ccccc2n1CC(=O)Nc1cc(C)on1,0,1,-8,0.0,-1,-23,-1,0
CC(C)c1nc2cc(Cl)ccc2n(Cc2ccccc2)c1=O,.,-10,-8,0.3,.,-9,-4,.
C[C@@H]1CN([C@@H](C)CO)C(=O)c2cccc(NC(=O)Nc3ccc(C(F)(F)F)cc3)c2O[C@H]1CN(C)C(=O)Nc1cccc2ccccc12,-4,-2[16.7 µM],-5,-0.2,1,-1,-1,2
C[C@H]1CN([C@@H](C)CO)C(=O)Cc2cc(NC(=O)c3ccncc3)ccc2O[C@@H]1CN(C)Cc1ccccc1,1,8[16.7 µM],5,0.0,-8,.,-4,1
Cc1ccc(CCNC(=O)c2ccc(NC3=NC4CS(=O)(=O)CC4S3)cc2)cc1 (configuration not stated),2,-3,-11,4.4,0,9,1,2
COc1ccc(C(=O)N/N=C(\Cc2ncc[nH]2)c2ccccc2)cc1,2,14,4,-1.2,-2,-1,0,-4
C[C@H](CO)N1C[C@H](C)[C@@H](CN(C)C(=O)Cc2ccccn2)Oc2ncc(C#CC3CCCCC3)cc2C1=O,-2,-3[16.7 µM],-20,-3.5,0,-20,-2,1
Cc1c(C(N)=O)sc2ncn(CC(=O)N(C)C3CCCCC3)c(=O)c12,3,-1,-10,.,2,-5,-2,4
COC(=O)C[C@H]1C[C@@H]2c3cc(NC(=O)Nc4ccc(OC)cc4)ccc3O[C@@H]2[C@@H](CO)O1,-5,-1[16.7 µM],.,-0.1,0,-8,.,-3
COc1cc(Cl)c(C)cc1Nc1ncccn1,10,2,3,-0.2,0,4,-3,3
C/C(=N\O)c1ccc2[nH]ccc2c1,7,-10,.,.,0,-13,.,-6
Cc1noc(C)c1S(=O)(=O)Nc1ccc2c(c1)C(=O)N([C@@H](C)CO)C[C@@H](C)[C@H](CN(C)Cc1ccccc1)OCCCC[C@@H](C)O2,2,-6[16.7 µM],7,-0.2,-1,-6,0,4
COC(=O)c1oc2ccccc2c1NC(=O)c1ccccc1O,1,-3,-7,.,-19,15,3,-23
O=C1C2C(C(=O)N1Cc1ccco1)C1C=CC2C12CC2 (configuration not stated),.,-2,.,.,-1,4,.,-4
Cc1cccc(NCc2ccccc2O)c1C,-1,4,.,.,2,-5,.,-7
CC(=O)Nc1ccc(/C=N/N2CCCCC2)cc1,.,2,-10,0.5,.,-10,0,.
C[C@H](CO)N1C[C@H](C)[C@H](CN(C)S(C)(=O)=O)OCCCC[C@H](C)Oc2ccc(NS(C)(=O)=O)cc2C1=O,1,2[16.7 µM],.,-0.2,53,-4,.,5
CC1CCCN(CC(O)COc2ccc(Cl)cc2)C1 (configuration not stated),-4,.,-2,.,0,2,-8,3
O=C(NC1CCCC1)c1ccc(COc2ccccc2Br)o1,7,.,-10,-0.3,1,.,0,-9
CO[C@@H]1CN(C)C(=O)c2ccc(NC(=O)C3CCOCC3)cc2OC[C@@H](C)N(C(=O)c2ccccc2)C[C@@H]1C,2,.,-12,-0.2,1,1,.,7
C[C@@H]1CN([C@@H](C)CO)C(=O)c2cc(NC(=O)CCCN(C)C)ccc2O[C@H]1CN(C)C,-1,6[16.7 µM],-10,-0.2,44,1,3,-5
O=[N+]([O-])c1ccc(N/N=C/c2cn(-c3ccccc3)nc2-c2ccccc2)cc1,2,-5,.,.,-1,-21,.,10
CC(C)CCNC(=O)[C@H](Cc1ccccc1)N1Cc2ccccc2C1=O,-4,1,-2,76*,8,-4,-1,-7
COc1ccc(CN(C)C[C@H]2OCCCC[C@@H](C)Oc3ccc(NS(C)(=O)=O)cc3C(=O)N([C@@H](C)CO)C[C@@H]2C)cc1,-1,-3[16.7 µM],14,3.3,2,21,2,1
O=C(Nc1nccs1)C1CC=CCC1C(=O)OCC(F)(F)C(F)F (configuration not stated),1,-6,-7,.,-1,-5,-3,4
O=C(CSc1ccc(F)cc1)N1CCC(c2nc3ccccc3s2)CC1,-8,-7,.,.,0,-1,.,0
CCOc1cc2[nH]c(=O)n(Cc3ccc(C(=O)NCCCN4CCC(C)CC4)cc3)c(=O)c2cc1OCC,-4,-5,48,1.9,3,-34,1,60*
COC(=O)c1ccc(NC(=O)CC2C(=O)N(c3ccc(C)cc3)C(=O)N2CC(C)C)cc1 (configuration not stated),-7,6,.,.,5,-17,.,4
CO[C@H]1CN(C)C(=O)c2cc(NS(C)(=O)=O)ccc2OC[C@H](C)N(CC2CC2)C[C@@H]1C,-2,.,-7,0.2,5,0,-4,-7
C[C@H](CO)N1C[C@H](C)[C@H](CN(C)S(=O)(=O)c2ccccc2)Oc2c(NC(=O)C3CCOCC3)cccc2C1=O,6,26[16.7 µM],7,31*,44,4,2,5
C[C@@H]1CN([C@@H](C)CO)S(=O)(=O)c2ccc(C#CCN(C)C)cc2O[C@H]1CN(C)CC1CCCC1,5,12[16.7 µM],13,-0.6,6,-22,4,0
CN1CCN(C(=O)C[C@@H]2CC[C@@H](NC(=O)Nc3ccccc3F)[C@H](CO)O2)CC1,-1,.,-11,0.2,1,8,0,-1
CCC(C(=O)c1ccc(O)cc1)c1ccccc1 (configuration not stated),-8,26,.,.,-3,-2,.,-4
CC(C)CNC(=O)C1(C)CCCN1C(=O)c1cncc(Br)c1 (configuration not stated),-2,-1,-6,0.0,2,-12,-3,-3
Cc1ccc(NCC(=O)NNC2=NCCC2)c(C)c1,3,-4,-4,0.2,0,.,0,3
Cc1cc(NC(=O)CSc2nc(=O)n(CCN(C)C)c3c2CCCC3)no1,-1,0,5,0.0,3,0,-3,6

# Looked up above:
# CCC(C(=O)c1ccc(O)cc1)c1ccccc1 (configuration not stated) @ PglD DTNB: -8
# C[C@@H]1CN([C@@H](C)CO)S(=O)(=O)c2ccc(C#CCN(C)C)cc2O[C@H]1CN(C)CC1CCCC1 @ miR-122 sensor: 12[16.7 µM]

# Other compounds
compound,PglD DTNB,miR-122 sensor,RAD52 inh,E-selectin induc,Cneo AK release,PGC1a acetyl inh,ERAP1 inh,RAD54 branch
C[C@@H]1CN([C@H](C)CO)C(=O)c2cc(NC(=O)c3ccccc3)ccc2O[C@@H](C)CCCCO[C@H]1CN(C)C(=O)Nc1ccc(C(F)(F)F)cc1,-2,4[16.7 µM],-7,0.0,3,.,-4,-3
Cc1ccccc1-c1cnc2c(c1)C(=O)N([C@@H](C)CO)C[C@@H](C)[C@H](CN(C)C(=O)c1ccccc1)O2,-1,-4[16.7 µM],.,7.1,-1,-6,.,-5
Cc1ccc(CCN2CC(C(=O)NCCCN3CCC(C)CC3)CC2=O)cc1 (configuration not stated),4,4,1,.,0,2,-6,5
O=C(N/N=C/c1cccc([N+](=O)[O-])c1)c1cc(-c2ccc3c4c(cccc24)CC3)n[nH]1,1,6,-4,-0.7,-1,8,7,-2
COc1ccc(C(=O)N2CCOC2CNC(=O)C(=O)NCc2ccccc2)cc1 (configuration not stated),-6,-2,-27,0.9,4,-14,1,2
CCOC(=O)C1=C(c2ccccc2)OC(N)=C(C#N)C1c1ccc(Br)s1 (configuration not stated),2,-2,.,.,-1,2,.,-6
O=C(NC[C@@H]1N[C@@H](CO)[C@H]1c1ccc(C2=CCCCC2)cc1)c1ccc(F)cc1,-2,-14[16.7 µM],-60,0.0,4,-66,2,-11
CCOc1ccc(-c2nnc(SCC(=O)NC3CC3)o2)cc1,-2,-5,-19,.,0,-1,2,6
C/C(CCc1ccco1)=N\NC(=O)CNc1cccc2ccccc12,6,1,-14,.,-1,.,-9,2
O=C(NCCO)c1cc2c([nH]c3ccccc32)c(-c2ccc(F)cc2)n1,1,2,5,0.0,1,4,2,13
Cc1ccccc1-c1nnc(SCC(=O)NC2CCCC2)o1,0,-5,3,.,0,4,0,-3
C=CCNC(=O)Cn1nc(-c2ccccc2)ccc1=O,-4,6,-10,.,0,1,1,2
Cc1cc(SCc2cccc([N+](=O)[O-])c2)nc(=O)[nH]1,6,-3,-29,.,-1,-3,0,-11
O=C(CNc1ccc(F)cc1)N/N=C/C1CC=CCC1 (configuration not stated),.,3,-120,.,.,6,9,.
CC(C)Cc1c(O)nc(SCCN2CCOCC2)[nH]c1=O,1,3,.,.,9,.,.,11
CCOC(=O)C1(C)CCN1C(=O)c1ccc(OC)cc1OC (configuration not stated),-7,-3,-5,-0.1,-1,6,-2,-11
C[C@@H]1CN([C@H](C)CO)C(=O)c2cc(C#CCN(C)C)cnc2O[C@H]1CN(C)Cc1ccccc1F,-2,12[16.7 µM],-1,0.0,-2,-9,1,-15
CCOC(=O)c1ccc(N2C(=O)CC(N3CCC(Nc4ccc(F)cc4)CC3)C2=O)cc1 (configuration not stated),-1,2,.,.,0,-10,.,1
COc1ccc(C(=O)N2C[C@@H]3[C@H](c4ccccc42)[C@@H](CO)N3C(=O)Cc2ccccn2)cc1,7,-14[16.7 µM],8,0.0,-4,-5,5,-3
S=C1NCCOCCOCCOCCOCCNC(=S)NCCOCCOCCOCCOCCN1,-1,6,.,.,-1,.,.,2
CO[C@H]1CN(C)C(=O)c2ccc(NC(C)=O)cc2OC[C@@H](C)N(C(=O)C2CCCCC2)C[C@H]1C,2,0[16.7 µM],6,0.2,-1,.,3,19
Cc1ccc(S(=O)(=O)Nc2ccc3c(c2)C(=O)N([C@@H](C)CO)C[C@@H](C)[C@@H](CN(C)Cc2ccc(C(=O)Nc4ccccc4N)cc2)O3)cc1,5,50[16.7 µM],13,14,0,-9,0,6
Cc1ccc2c(CN3CCC(C)CC3)cc(=O)oc2c1,-3,.,.,.,-1,-11,.,0
Cc1ccc(S(=O)(=O)N(C)C[C@H]2Oc3ccc(NC(=O)NC(C)C)cc3CC(=O)N([C@H](C)CO)C[C@@H]2C)cc1,4,-4[16.7 µM],23,1.7,0,8,6,-11
